Screening data deposited in PubChem BioAssay by National Center for Advancing Translational Sciences (NCATS).
Tau fibril ThT = blocks human tau fibril formation measured by thioflavin T; Potency, µM (top dose mostly 57.4 µM), without a hit: top-dose activity, negative = inhibition, hits mostly inhibitors; recombinant tau K18 P301L (four-repeat tau fragment), heparin-induced fibrillization, ThT fluorescence; 270,000 tested, 2.1% active; P10636; also: % is scaled to controls: 0 for no effect and ±100 for the full control effect; nearly all actives have a fitted effect of over 55% in size
Target sequence (P10636 561-689 P618L limits assumed): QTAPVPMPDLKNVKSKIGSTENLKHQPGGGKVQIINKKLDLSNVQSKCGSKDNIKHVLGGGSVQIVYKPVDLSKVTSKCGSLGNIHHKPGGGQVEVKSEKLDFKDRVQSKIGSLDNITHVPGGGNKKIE
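Heparin-induced fibrillization of the P301L-mutant K18 repeat-domain fragment of human tau was followed by ThT binding in quantitative high-throughput format.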
Lamin A splicing = modulators of lamin A splicing; HeLa LMNA splicing GFP/RFP minigene ratio, 48 h; Potency, µM (doses to about 46.1 µM), for inactives: at the highest dose ratio change, negative = inhibition, usual class: inhibitors; 200,000 tested, 0.01% active; AID 1487; active = well fitted inhibition curve with a large enough effect in the signal ratio, with a control signal flat, not every such curve was filed as active; inconclusive = small, poorly fitted or top-dose-only effect, or effect the other way, or a change in a side signal; the % refers to the signal ratio; also: % is scaled to controls: 0 for no effect and ±100 for the full control effect
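S3 HeLa cells stably expressing lamin A-EGFP splicing minigene plus DsRed2, 600 cells/well, 48 h compound exposure at 37C. Laser-scanning cytometry; analysed as GFP (500-530 nm)/RFP (575-640 nm) total intensity ratio; 0.5% DMSO vehicle.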
L3MBTL1 block = L3MBTL1 (human) inhibition | Q9Y468 | AlphaScreen L3MBTL1–H3K9me1 peptide binding | Potency, µM (titrated, usually from 57.1 µM), inactives show at the top dose activity, negative = inhibition, actives largely listed as inhibitors | 230,000 tested, 0.66% active; also: % is scaled to controls: 0 for no effect and ±100 for the full control effect; nearly all actives have a fitted effect of over 60% in size
Target sequence (Q9Y468 whole entry, looked up): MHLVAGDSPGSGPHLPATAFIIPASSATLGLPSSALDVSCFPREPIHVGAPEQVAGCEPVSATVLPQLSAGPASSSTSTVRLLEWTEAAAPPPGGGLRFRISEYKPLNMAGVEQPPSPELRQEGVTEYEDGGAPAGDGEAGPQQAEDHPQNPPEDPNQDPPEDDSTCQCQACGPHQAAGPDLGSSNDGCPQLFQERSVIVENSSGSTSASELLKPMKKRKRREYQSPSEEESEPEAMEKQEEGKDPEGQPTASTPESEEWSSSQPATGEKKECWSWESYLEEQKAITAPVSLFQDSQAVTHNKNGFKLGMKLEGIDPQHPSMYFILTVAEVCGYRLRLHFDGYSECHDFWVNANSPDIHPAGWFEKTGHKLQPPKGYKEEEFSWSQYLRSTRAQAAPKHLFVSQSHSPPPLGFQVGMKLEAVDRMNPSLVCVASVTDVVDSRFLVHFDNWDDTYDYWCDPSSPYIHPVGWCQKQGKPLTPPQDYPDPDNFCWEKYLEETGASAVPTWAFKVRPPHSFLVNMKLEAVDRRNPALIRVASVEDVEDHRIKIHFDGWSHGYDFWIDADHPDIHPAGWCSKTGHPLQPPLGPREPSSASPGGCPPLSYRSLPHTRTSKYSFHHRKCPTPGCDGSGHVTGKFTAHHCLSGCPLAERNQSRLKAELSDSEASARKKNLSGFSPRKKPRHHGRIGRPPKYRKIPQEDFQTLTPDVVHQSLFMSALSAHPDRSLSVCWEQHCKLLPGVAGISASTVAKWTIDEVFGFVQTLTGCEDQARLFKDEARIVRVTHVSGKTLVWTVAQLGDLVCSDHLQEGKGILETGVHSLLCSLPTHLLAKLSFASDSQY
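Displacement of a biotinylated histone H3(1-15) peptide monomethylated at Lys9 (75 nM) from L3MBTL1 (50 nM) was measured by AlphaScreen after a 30 min room-temperature compound incubation; cefsulodin titration served as intraplate control.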
RECQ1 helicase = inhibitors of human RECQ1 DNA helicase; P46063; RECQ1 DNA unwinding, red fluorescence kinetic read; Potency, µM (series often up to 57.3 µM), without a hit: at the top dose activity, negative = inhibition, most hits filed as inhibitors; 240,000 tested, 0.54% active; AID 2549;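 also: plate controls were vehicle for no effect and no enzyme for full effect; nearly all actives have a fitted effect of over 30% in size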
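RECQ1T1 50 nM; forked duplex (20 bp + 30-nt ss tails) 200 nM, ATP 2 mM final; pH 8.0, 2 mM MgCl2, 2.5 ug/ml poly(dI-dC); 15 min compound preincubation; discontinuous kinetic read over 2 h at RT.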
ALDH1A1 inh = inhibitors of human aldehyde dehydrogenase 1A1 | Potency, µM (series often up to 75.3 µM), without a hit: at the top dose activity, negative = inhibition, hits mostly inhibitors | 220,000 tested, 7.3% active | P00352 | Purified ALDH1A1, NADH fluorescence, propionaldehyde substrate; active = well fitted inhibition curve with a large enough effect, not every such curve was filed as active; inconclusive = small, poorly fitted or top-dose-only effect, or another doubt; inactive = no such curve, though single readings can be large or run the other way;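 also: plate controls were no enzyme wells and a reference inhibitor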
Luc counter = Kinase-Glo luciferase inhibition (counter-screen) | Q27757 | Kinase-Glo luciferase, ATP luminescence, 8 min | Potency, µM (series often up to 38.3 µM), for the others: at the top dose activity change, negative = inhibition, most hits filed as inhibitors | 200,000 tested, 0.28% active | AID 1379; also: % is scaled to controls: 0 for no effect and ±100 for the full control effect; nearly all actives have a fitted effect of over 60% in size
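Luminescence was the read-out, taken after 8-minute incubation at ambient temperature. Luciferase turned over luciferin with 10 uM ATP in imidazole pH 7.2 buffer containing KCl, MgCl2, Tween 20 and BSA.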
KDM4E inh = blocks human JMJD2E demethylase activity; AID 2147; 230,000 tested, 1.6% active; Potency, µM (series often up to 57.1 µM), without a hit: at the highest dose activity change, negative = inhibition, hits mostly inhibitors; JMJD2E catalytic domain, FDH-coupled NADH fluorescence (FDH is formaldehyde dehydrogenase); active = well fitted inhibition curve with a large enough effect, not every such curve was filed as active; inconclusive = small, poorly fitted or top-dose-only effect, or another doubt; inactive = no such curve, though single readings can be large or run the other way;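 also: 0% = wells with enzyme and -100% = buffer wells without enzyme; nearly all actives have a fitted effect of over 50% in size; many of its hits are not listed in these tables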
SMN2 splice enh = increases expression of the SMN2 splice variant; HEK293 SMN2-luciferase splicing reporter, luminescence, 30-36 h; Potency, µM (titrated, usually from 46.1 µM), inactives show top-dose activity change, positive = activation, most hits filed as activators; 210,000 tested, 2.8% active; also: % of control where 0% means no effect; nearly all actives have a fitted effect of over 55% in size
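qHTS luciferase splicing reporter: luminescence rises when SMN2 exon 7 is included in transfected HEK293 cells. Compound exposure lasted 30-36 h at 37C, with 4.5 mM final sodium butyrate as control, followed by a ONE-Glo read.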
The depositor's hits bear a star; i = inactive; ? = inconclusive; / = no result given; & = joins results of further samples; [ ] = remark or other dose. Unless noted, calls follow the shape of the dose curve; as a rule, active = well fitted curve in the direction sought with a large enough effect; inconclusive = small, poorly fitted or top-dose-only effect, or another doubt; inactive = no such curve, though single readings can be large; an effect the other way counts as inactive or inconclusive. Potency is read from the fitted curve at half-maximal effect. The list is partial; count on the stated rates, not on these rows.

No.	Compound	Tau fibril ThT	Lamin A splicing	L3MBTL1 block	RECQ1 helicase
1	CC(=O)NN1C(=O)c2ccc(Oc3ccc4c(c3)C(=O)N(NC(C)=O)C4=O)cc2C1=O	9%	-9%[46 µM]	9%	i
2	CC1CN(C(=O)N[C@@H](Cc2ccccc2)C(=O)O)CC(C)O1 (stereo not given in full)	-6%	-1%	3%	-14%
3	Cc1ccc(S(=O)(=O)N2CC(=O)Nc3ccccc32)cc1	-2%	3%	/	i
4	COc1ccccc1NC(=S)N(Cc1ccccc1)Cc1cccnc1	-6%	/	/	0%
5	Cc1onc(-c2c(Cl)cccc2Cl)c1C(=O)N1CCSCC1	5%	/	-8%	17%
6	CN(C)c1ccc(CNC(=O)[C@@]2(C)C=C[C@@H](Cc3ccccc3)N2C)cc1	-19%	/	/	-2%
7	COc1ccc(/C=C/C(=O)N2CCN(c3ccccc3)CC2)cc1S(=O)(=O)N1CCOCC1	4%	?	-7%	0%
8	COc1ccc(C2Oc3cc(OC)cc(OC)c3CC2O)cc1 (stereo not given)	-19%	-10%	/	-5%
9	O=C(C1=NN[C@@H]2C(=O)N(c3ccccc3C(F)(F)F)C(=O)[C@H]12)C(c1ccccc1)c1ccccc1	6%	-16%	1%	-4%
10	CC1(C)OC2C[C@](O)(C(N)=O)C[C@H](O)[C@H]2O1 (stereo not given in full)	-10%	/	/	10%

No.	ALDH1A1 inh	Luc counter	KDM4E inh	SMN2 splice enh
1	-1%	2%	9%	0%
2	13%	-4%	-10%	-6%
3	0%	-3%	-4%	16%
4	-8%	-4%	-9%	-9%
5	3%	/	3%	/
6	20µM*	-5%	?	-8%
7	-5%	3%	1%	-52%[inhibitor]
8	-7%	4%	-11%	1%
9	?	-1%	-20%	9%
10	6%	-3%	-3%	-9%

Additional entries
No.	Compound	Tau fibril ThT	Lamin A splicing	L3MBTL1 block	RECQ1 helicase
11	COc1cc(CNCc2ccccc2)cc(Cl)c1OC	-4%	2%[46 µM]	8%	7%
12	CC(C)Nc1cc(C(C)(C)C)nc2c(-c3ccccc3)cnn12	-14%	/	71%[activator]	-14%
13	NCCc1c(-c2ccccc2)n(-c2ccccc2)c2ccccc12	?	11%[9.22 µM]	?	-9%
14	Cc1noc(C)c1C(=O)OCC(=O)N(C)C1CCS(=O)(=O)C1 (stereo not given)	5%	2%[46 µM]	/	-8%
15	Cn1cnnc1SCC(=O)Nc1cc(S(=O)(=O)N2CCCCCC2)ccc1Cl	10%	2%	1%	-1%
16	Cc1ccc(C2=C/C(=C/c3cccs3)C(=O)O2)cc1	?	-8%	-17%	-13%
17	Clc1ccc(C2CC(c3ccccc3)Nc3ncnn32)cc1 (stereo not given)	-2%	-4%	-3%	i
18	Cc1nc(-c2ccccc2Cl)sc1C(=O)/C=C/N(C)C	?	/	-10%	i
19	CCOc1ccc(C(=O)OCC(=O)NC(C)C)cc1	4%	4%[46 µM]	-3%	0%
20	CC(=O)Oc1ccc(C(=O)O)cc1OC(C)=O	-6%	3%	-8%	6%

No.	ALDH1A1 inh	Luc counter	KDM4E inh	SMN2 splice enh
11	-5%	-4%	-5%	-12%
12	/	/	?	/
13	?	0%	-106%	-3%
14	3%	-9%	2%	4%
15	-2%	-4%	5%	5%
16	4%	-12%	-10%	-16%[1.84 µM]
17	1%	1%	0%	-2%
18	?	1%	0%	?
19	7%	3%	8%	-3%
20	?	3%	?	-19%

Gathered by group, those above with a COOH group
No.	Compound	Tau fibril ThT	Lamin A splicing	L3MBTL1 block	RECQ1 helicase
2	CC1CN(C(=O)N[C@@H](Cc2ccccc2)C(=O)O)CC(C)O1 (stereo not given in full)	-6%	-1%	3%	-14%
20	CC(=O)Oc1ccc(C(=O)O)cc1OC(C)=O	-6%	3%	-8%	6%

No.	ALDH1A1 inh	Luc counter	KDM4E inh	SMN2 splice enh
2	13%	-4%	-10%	-6%
20	?	3%	?	-19%

(continued)
No.	Compound	Tau fibril ThT	Lamin A splicing	L3MBTL1 block	RECQ1 helicase
21	Cc1cc(/C=N/NC(N)=S)c(C)n1-c1ccc(Br)cc1	?	?	/	-18%
22	CCCCCCCCCCCCCCCC(=O)NCCO	-12%&-3%&-11%&-9%&-5%	-18%	2%	-3%&-18%&-5%&2%
23	CC(=O)c1cccc(NC(=O)c2ccncc2)c1	5%	26%	2%	i
24	CCOC(=O)c1cc(C)[nH]c(=S)c1C#N	?	0%[0.0737 µM]	-6%	-6%
25	COc1cc(C(=O)Nc2ccc3c(c2)C(=O)c2ccccc2C3=O)cc(OC)c1OC	-3%	-10%	2%	0%
26	Cc1cc2ccccc2n2c(SCC(=O)Nc3ccc(S(=O)(=O)N4CCCCC4)cc3)nnc12	0%	?	0%	-8%
27	COC(=O)Cc1ccc(OCC(=O)Nc2ccc(OC(F)(F)F)cc2)cc1	6%	0%	13%	-22%
28	CCOC(=O)C1(Cc2cccc(F)c2)CCN(Cc2c(C)nn(CC)c2C)CC1	-6%	/	-14%	1%
29	Cc1ccc(Cl)c(NC(=O)CCl)c1Cl	2%	?	15%	-7%
30	CSc1nc2nc(-c3cccc(C(F)(F)F)c3)ccn2n1	-5%	?	10%	-13%

No.	ALDH1A1 inh	Luc counter	KDM4E inh	SMN2 splice enh
21	16µM*	-1%	?	-45%[inhibitor]
22	1%&1%&1%&2%&1%	1%&-2%&1%&0%	-12%&10%&-5%&5%	35%&11%&6%&1%
23	16%	0%	-13%	-10%
24	20µM*	4%	18µM*	-1%
25	11%	-1%	10%	5%[1.84 µM]
26	2%	3%	51%[activator]	-33%[inhibitor]
27	0%	0%	-5%	2%
28	/	/	-2%	/
29	?	-2%	-2%	-24%
30	1%	2%	3%	7%

Other results:
No.	Compound	Tau fibril ThT	Lamin A splicing	L3MBTL1 block	RECQ1 helicase
31	c1ccc2c(c1)Cc1cc3ccccc3nc1-2	?	/	/	-4%
32	CCC(C)(C)NC(=O)C(c1cccn1C)N(C(=O)Cn1nnc2ccccc21)c1ccc(OC)cc1OC (stereo not given)	?	-8%	-5%	-2%
33	COC(=O)CC(c1ccc(OC)c(OC)c1)c1ccc(OC)c(OC)c1	6%	/	-9%	i
34	Cc1cccc(C(=O)Oc2ccc(/C=N/NC(=O)c3ccccc3O)cc2)c1	-7%	-12%	-3%	-6%
35	O=C(NCCCn1ccnc1)c1cc(-c2cccs2)on1	-7%	?	-1%	i
36	COCCn1c(C)cc2c(c1=O)C(c1ccco1)C(C#N)=C(N)O2 (stereo not given)	1%	4%	/	-2%
37	CC1(OC(=O)C2CCCC2)C(=O)C=C2C=C3CCCCN3C=C2C1=O (stereo not given)	?	-11%[9.22 µM]	/	i[11.5 µM]
38	CCOC(=O)CSc1nnc(-c2ccc(S(=O)(=O)N3CCOCC3)cc2)n1-c1ccccc1	7%	-17%	36%[activator]	-8%
39	COC(=O)c1nnn(-c2nonc2N)c1CSCCO	-7%	6%	9%	-2%
40	CCOC(=O)C(C)/C(C)=N/NC(=O)CCC(=O)Nc1cc(C)ccc1C (stereo not given)	-9%	/	4%	i

No.	ALDH1A1 inh	Luc counter	KDM4E inh	SMN2 splice enh
31	-15%	10µM*	?	4µM*
32	11µM*	-4%	-2%	6%
33	-2%	-1%	-15%	-2%
34	?	-8%	-1%	5%[1.84 µM]
35	-9%	-1%	?	-2%
36	-5%	17%	2%	-22%
37	18%[13.5 µM]	-2%[7.66 µM]	?	0%[9.22 µM]
38	?	15%	5%	/
39	?	3%	5%	?
40	7%	-1%	18%	13%

Filtered by structure: the entries above with a CF3 group (three)
No.	Compound	Tau fibril ThT	Lamin A splicing	L3MBTL1 block	RECQ1 helicase
9	O=C(C1=NN[C@@H]2C(=O)N(c3ccccc3C(F)(F)F)C(=O)[C@H]12)C(c1ccccc1)c1ccccc1	6%	-16%	1%	-4%
27	COC(=O)Cc1ccc(OCC(=O)Nc2ccc(OC(F)(F)F)cc2)cc1	6%	0%	13%	-22%
30	CSc1nc2nc(-c3cccc(C(F)(F)F)c3)ccn2n1	-5%	?	10%	-13%

No.	ALDH1A1 inh	Luc counter	KDM4E inh	SMN2 splice enh
9	?	-1%	-20%	9%
27	0%	0%	-5%	2%
30	1%	2%	3%	7%

The list goes on:
No.	Compound	Tau fibril ThT	Lamin A splicing	L3MBTL1 block	RECQ1 helicase
41	CN(C)C(=O)CSc1nnc(Cc2ccc3c(c2)OCO3)o1	9%	/	1%	5%
42	CCN1/C(=C/C=C/c2oc3ccc4ccccc4c3[n+]2CC)Oc2ccc3ccccc3c21	1.1µM*	?	?	i
43	CN(CCO)c1cnccn1	-5%	/	/	-3%
44	CN(C)c1ccc(NC(=O)CN2C(=O)CC(c3ccccc3)=Nc3ccccc32)cc1	-1%	-6%	-5%	-2%
45	C[C@@H](NC(=O)c1nc[nH]c1C(=O)N[C@@H](CCCCNC(=O)OC(C)(C)C)C(=O)OC(C)(C)C)c1ccccc1	?	/	1%	-26%
46	ClCc1cc2ccccc2nc1Cl	-2%	?	-1%	i
47	CN(CP(=O)(O)CN(C)S(C)(=O)=O)S(C)(=O)=O	6%	?	-4%	-4%
48	c1ccc(COc2ccc(CNCc3cccs3)cc2)cc1	1%	-16%	23%	-3%

No.	ALDH1A1 inh	Luc counter	KDM4E inh	SMN2 splice enh
41	6%	4%	-2%	15%
42	0%	-5%	14µM*	-61%[inhibitor]
43	-6%	-3%	-27%	20%
44	3%	-2%	2%	-11%
45	-2%	/	?	/
46	-11%	2%	-12%	-13%
47	-43%	4%	5%	-11%
48	3%	-15%	0%	-17%
